TDP1 block – qHTS Assay for Inhibitors of Tyrosyl-DNA Phosphodiesterase (TDP1); Tyrosyl-DNA phosphodiesterase 1 (Homo sapiens), Q9NUW8; recombinant TDP1, AlphaScreen DNA substrate cleavage; Potency, µM (top dose mostly 130 µM), without a hit: top-dose activity change, negative = inhibition, usual class: inhibitors; 350,000 compounds, 0.28% hits; AID 485290, 2010; also: nearly all actives have a fitted effect of over 40% in size
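Here, a 5' biotin and 3' phosphotyrosine-FITC DNA oligonucleotide reports Tdp1 activity: intact substrate bridges AlphaScreen beads, while cleavage leaves a 3' phosphate and drops signal. All incubations at room temperature.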
DT40 TDP1 no CPT – qHTS for Inhibitors of human tyrosyl-DNA phosphodiesterase 1 (TDP1): qHTS in cells in absence of CPT. DT40 Tdp1-/- hTDP1 cells, no CPT, ATP luminescence, 48 h. AID 686978, 2013. 420,000 compounds, 15% hits. Potency, µM (highest dose often 46.2 µM), for the others: at the top dose activity change, negative = growth inhibition, usual class: inhibitors; also: nearly all actives have a fitted effect of over 55% in size
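Compound effects on proliferation are scored in DT40 Tdp1-/-;hTDP1 cells in the absence of CPT. ATP levels (CellTiter-Glo luminescence) are recorded after a ≥48 hr, 37 °C incubation.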
GCN5L2 inh – qHTS Assay for Inhibitors of GCN5L2; Histone acetyltransferase KAT2A (Homo sapiens), Q92830; GCN5L2 HAT assay, ThioGlo1 CoA-SH fluorescence; Potency, µM (series often up to 58.9 µM), without a hit: at the top dose activity change, negative = inhibition, hits mostly inhibitors; 390,000 compounds, 0.21% hits; AID 504327, 2011
Target sequence (Q92830 whole entry, looked up): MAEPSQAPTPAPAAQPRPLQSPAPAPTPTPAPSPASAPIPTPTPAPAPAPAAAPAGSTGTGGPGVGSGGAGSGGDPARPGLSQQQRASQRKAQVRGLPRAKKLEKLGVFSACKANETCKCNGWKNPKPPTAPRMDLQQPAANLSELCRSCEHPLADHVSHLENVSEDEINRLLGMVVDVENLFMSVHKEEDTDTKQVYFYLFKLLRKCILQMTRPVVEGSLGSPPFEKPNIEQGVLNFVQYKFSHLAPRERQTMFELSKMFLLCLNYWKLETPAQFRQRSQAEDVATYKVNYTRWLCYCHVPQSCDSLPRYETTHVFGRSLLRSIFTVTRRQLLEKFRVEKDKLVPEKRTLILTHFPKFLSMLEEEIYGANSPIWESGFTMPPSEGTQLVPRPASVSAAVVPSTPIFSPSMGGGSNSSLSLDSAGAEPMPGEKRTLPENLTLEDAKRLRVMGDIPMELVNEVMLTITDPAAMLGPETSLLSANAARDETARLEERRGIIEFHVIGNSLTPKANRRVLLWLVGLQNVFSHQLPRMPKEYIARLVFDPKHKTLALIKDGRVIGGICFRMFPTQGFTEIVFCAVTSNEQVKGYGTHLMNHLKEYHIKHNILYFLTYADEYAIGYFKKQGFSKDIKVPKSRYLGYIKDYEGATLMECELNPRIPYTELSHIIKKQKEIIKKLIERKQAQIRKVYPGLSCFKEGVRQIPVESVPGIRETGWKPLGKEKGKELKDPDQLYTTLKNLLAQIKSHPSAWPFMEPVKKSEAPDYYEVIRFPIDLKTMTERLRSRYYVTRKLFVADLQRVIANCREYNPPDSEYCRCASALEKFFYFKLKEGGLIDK
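Compounds, pin-transferred from DMSO stocks, meet 20nM GCN5L2 for 15 min before the reaction begins with H3(1-25) peptide (75uM) and acetyl-CoA (70uM). Thiol-reactive ThioGlo1 reports CoA release over 20 min at room temperature.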
Active calls of the source: *; u = inconclusive; x = no result given; & = joins results of further samples; [ ] = remark or other dose. Calls follow the shape of the dose curve; as a rule, active = well fitted curve in the direction sought with a large enough effect; inconclusive = small, poorly fitted or top-dose-only effect, or another doubt; inactive = no such curve, though single readings can be large; an effect the other way counts as inactive or inconclusive. % is scaled to controls: 0 for no effect and ±100 for the full control effect; potency is read from the fitted curve at half-maximal effect.

The opening twelve compounds, to show the layout:
Structure	TDP1 block	DT40 TDP1 no CPT	GCN5L2 inh
CCC(CC)NC(=O)c1cc([N+](=O)[O-])ccc1N1CCOCC1	-5%	6%	-3%
CC[C@H](C)[C@H](NC(=O)CNC(=O)[C@H](CC(C)C)NC(=O)[C@H](CC(C)C)NC(=O)[C@H](CCC(N)=O)NC(=O)[C@H](CCC(N)=O)NC(=O)[C@H](CC(=O)O)NC(=O)[C@H](CCCCN)NC(=O)[C@H](CC(C)C)NC(=O)[C@H](Cc1ccc(O)cc1)NC(=O)[C@H](CCCNC(=N)N)NC(=O)[C@H](CCC(=O)O)NC(=O)[C@@H](NC(=O)[C@H](C)NC(=O)[C@H](CC(C)C)NC(=O)[C@@H](NC(=O)[C@@H](N)CCCNC(=N)N)[C@@H](C)CC)C(C)C)C(=O)N[C@@H](Cc1c[nH]c2ccccc12)C(=O)NCC(=O)N[C@@H](CS)C(=O)N[C@@H](CO)C(=O)O	9%	x	1%
CC(C)C(=O)Nc1ccc2oc(=O)ccc2c1	0%	9%	-1%
O=C(COC(=O)COc1ccc(Br)cc1)NCc1ccccc1	2%	1%	-2%
COc1cccc(Nc2nc(C)cc(C)c2C(N)=O)c1	x	-5%	1%
CCCCC(=O)Nc1ccc(Br)cn1	-4%	-2%	-6%
CN(CC(=O)Nc1cccc(F)c1)CC(=O)Nc1cccc(S(N)(=O)=O)c1	5%	15%	-11%
COc1ccccc1NC(=O)c1ccccc1-c1ccccc1C(=O)O	7%	1%	-7%
CCc1cc(C(=O)N2CCN(c3ncccn3)CC2)sc1C	-3%	-21%	1%
CN(CC(=O)Nc1ccccc1)CC(=O)Nc1ccc(F)cc1	9%[0.0935 µM]	-14%	-15%
O=S(=O)(NCc1ccccc1)NCc1ccccc1F	-12%	-27%	0%
CC(=O)c1ccc(-c2cccc(-c3cc(=O)oc4ccc(C(C)(C)C)cc34)c2)cc1	-2%[56.1 µM]	u	-10%&10%

The list itself, previewed entries included:
Structure	TDP1 block	DT40 TDP1 no CPT	GCN5L2 inh
CCC(CC)NC(=O)c1cc([N+](=O)[O-])ccc1N1CCOCC1	-5%	6%	-3%
CC[C@H](C)[C@H](NC(=O)CNC(=O)[C@H](CC(C)C)NC(=O)[C@H](CC(C)C)NC(=O)[C@H](CCC(N)=O)NC(=O)[C@H](CCC(N)=O)NC(=O)[C@H](CC(=O)O)NC(=O)[C@H](CCCCN)NC(=O)[C@H](CC(C)C)NC(=O)[C@H](Cc1ccc(O)cc1)NC(=O)[C@H](CCCNC(=N)N)NC(=O)[C@H](CCC(=O)O)NC(=O)[C@@H](NC(=O)[C@H](C)NC(=O)[C@H](CC(C)C)NC(=O)[C@@H](NC(=O)[C@@H](N)CCCNC(=N)N)[C@@H](C)CC)C(C)C)C(=O)N[C@@H](Cc1c[nH]c2ccccc12)C(=O)NCC(=O)N[C@@H](CS)C(=O)N[C@@H](CO)C(=O)O	9%	x	1%
CC(C)C(=O)Nc1ccc2oc(=O)ccc2c1	0%	9%	-1%
O=C(COC(=O)COc1ccc(Br)cc1)NCc1ccccc1	2%	1%	-2%
COc1cccc(Nc2nc(C)cc(C)c2C(N)=O)c1	x	-5%	1%
CCCCC(=O)Nc1ccc(Br)cn1	-4%	-2%	-6%
CN(CC(=O)Nc1cccc(F)c1)CC(=O)Nc1cccc(S(N)(=O)=O)c1	5%	15%	-11%
COc1ccccc1NC(=O)c1ccccc1-c1ccccc1C(=O)O	7%	1%	-7%
CCc1cc(C(=O)N2CCN(c3ncccn3)CC2)sc1C	-3%	-21%	1%
CN(CC(=O)Nc1ccccc1)CC(=O)Nc1ccc(F)cc1	9%[0.0935 µM]	-14%	-15%
O=S(=O)(NCc1ccccc1)NCc1ccccc1F	-12%	-27%	0%
CC(=O)c1ccc(-c2cccc(-c3cc(=O)oc4ccc(C(C)(C)C)cc34)c2)cc1	-2%[56.1 µM]	u	-10%&10%
CN(c1ccccc1)S(=O)(=O)c1ccc(C(=O)NCCc2ccccc2)cc1	13%	u	-12%
Oc1[nH]c2ccccc2c1OCc1ccncc1	-1%	9%	-2%
Brc1ccc(N=C(c2ccccc2)c2ccncc2)cc1	3%	u	1%
COc1cc(C2NC(=O)c3c(sc4c3CCN(C)C4)N2)cc(Br)c1OC(=O)c1ccc(C)cc1 (centres undefined)	5%[12.3 µM]	u	2%
COc1ccc(NC(=O)CSc2nnc(C3CC3)n2N)cc1	4%	-3%	-10%
CN1CCC(OC(=O)Cc2ccc(Cl)cc2)CC1	0%	7%	4%
Cc1csc(-c2cnn(-c3ccccc3)c2NC(=O)c2ccc(C(F)(F)F)cc2)n1	7%	23µM*	-2%
C=C1C(=O)[C@@]23[C@H](O)C[C@@H]4C(C)(C)CC[C@H](O)[C@]4(C)[C@@H]2C[C@H](O)[C@@H]1[C@H]3O	3%	u	-2%

(next part)
Structure	TDP1 block	DT40 TDP1 no CPT	GCN5L2 inh
O=C(O)c1ccc2ncsc2c1	45µM*	0%	-15%
O=C(C1CCC1)N1CCN(c2ccc(Cl)cc2)CC1	3%	u	1%
CCOc1ccc2c(c1)sc(N)[n+]2Cc1cc(C)cc2cccnc12	4%	1µM*	-5%
Cc1nn(-c2ccc(Cl)cc2)c2sc(C(=O)c3c(N)n(C)c(=O)n(C)c3=O)cc12	4%	2%	0%
O=S(=O)(c1ccc(-c2csc(=Nc3ccc(OC(F)(F)Cl)cc3)n2CCCO)cc1)N1CCCC1	5%	2.3µM*	-15%
Cc1nn(-c2ccc(F)cc2)c(-n2cccc2)c1C(=O)N1CCN(c2ccccc2F)CC1	0%	x	-3%
O=C(NC(=O)c1ccccc1)Nc1ccccc1	x	-6%	8%
Cc1ccc(C)c(-n2cc(CN3CCCN(C=O)CC3)c(-c3ccccc3)n2)c1	0%	4%	3%
Cc1ccccc1NC(=O)Cc1nc(COC(=O)c2ccc([N+](=O)[O-])cc2)cs1	1%	11%	2%
Cc1cnc(NC(=O)Cc2ccccc2Cl)s1	10%	3.3µM*	-2%
O=C(COC(=O)C1=Cc2ccccc2OC1)NCc1ccccc1	-8%	u	1%
Cc1ccn2cc(-c3cccc(NS(C)(=O)=O)c3)nc2c1	0%	-24%	-21%
Cc1ccc(S(=O)(=O)N2CCSC2c2ccco2)cc1 (centres undefined)	1%	18µM*	-1%
O=C(COc1ccccc1[N+](=O)[O-])c1ccccc1	5%	5.2µM*	-7%
O=C(COC(=O)c1ccc[nH]c1=O)NCCc1ccc(F)cc1	2%	17%	-1%
Cc1cc(=O)[nH]c2c1c(-c1ccccc1)nn2C	1%	1%	-8%
COc1ccccc1OCCCOc1c(C)cc(C)cc1Br	-3%	-20%	-2%
C/C(=C/c1ccccc1)C(=O)N1CC(C)OC(C)C1 (centres undefined)	0%	-21%	4%
COc1ccc(CCC(=O)NC2CC(=O)N(c3ccccc3)C2)cc1 (centres undefined)	5%	-7%	-2%
CC(C)NC(=O)c1ccccc1NC(=O)CS(=O)(=O)Cc1ccccc1	3%	3%	2%

(continued)
Structure	TDP1 block	DT40 TDP1 no CPT	GCN5L2 inh
CCOc1ccc(NC(=O)CC2C(=O)N(c3ccccc3)C(=S)N2Cc2ccccn2)cc1 (centres undefined)	7%	u	-5%
Cc1ccc(O)c(C(=O)c2cc(C(=O)NCCc3ccccc3)c(=O)n(CCc3ccccc3)c2)c1	2%	16µM*	-13%
COCCNC(=S)N1CCC(NC(=O)Nc2ccc(C)cc2)CC1	6%	-24%	-6%
CC(=O)Nc1ccc(S(=O)(=O)NCCC(=O)NC2CCCCCC2)cc1	0%	-26%	-5%
O=C(Nc1ccc2ncccc2c1)c1cc(Cl)ccc1Cl	-1%	u	-8%
CCN(C(=O)COc1ccc(N(C)S(=O)(=O)c2ccc(NC(C)=O)cc2)cc1)C1CCCCC1	2%	u	-5%
O=C(O)CCC(=O)N(Cc1ccco1)c1nc(-c2ccccc2)cs1	6%	1%	7%
Cc1ccc2[nH]cc(CCNC(=O)/C=C/c3ccco3)c2c1	4%	u	1%
NNc1nnnc2c1sc1nc(N3CCOCC3)c3c(c12)CCCC3	-3%	u	0%
COc1ccc(S(=O)(=O)Nc2nc3ccccc3s2)cc1	7%	-5%	-18%
CC(=O)N1CCN(C(=O)C(Cc2ccccc2)NC(=O)c2ccccc2)CC1 (centres undefined)	1%	-8%	-1%
CCCCc1c(C)nn(-c2nnc3c4ccccc4n(CC)c3n2)c1C	5%	u	-13%
CCOc1ccc(NC(=O)CSc2nnc(N)s2)c([N+](=O)[O-])c1	2%	-27%	-4%
CSc1ccc(CNC(=O)c2ccc3c(c2)N(C)C(=O)C2CCCCN32)cc1 (centres undefined)	9%	u	5%
CC1OC(OC2C(Oc3c(-c4ccc(O)cc4)oc4cc(O)cc(O)c4c3=O)OC(COC3O[C@@H](C)[C@H](O)[C@@H](O)C3O)C(O)C2O)C(O)C(O)C1O (some centres undefined)	x	-1%	-12%
Cc1nnc(NC(=O)c2ccc(S(=O)(=O)N3CCCCCC3)cc2)o1	6%	u	-7%
COc1ccc(OCC(O)CNS(=O)(=O)c2ccc(NC(C)=O)cc2)cc1 (centres undefined)	2%	10%	-17%
CCCCOc1ccc(C(=O)NCC(=O)NCC(c2ccc(OC)cc2)N2CCOCC2)cc1 (centres undefined)	1%	u	2%
Cc1ccc(S(=O)(=O)NCCCCCC(=O)Nc2nccs2)cc1	3%	-13%	-9%
CC(C)n1c(O)c(N=NC(=O)c2ccccc2NS(=O)(=O)c2cccs2)c2ccccc21	3%	u	41%[activator]

Remaining list, next part
Structure	TDP1 block	DT40 TDP1 no CPT	GCN5L2 inh
CCc1nc2ccc(Cc3ccc4nc(CC)[nH]c4c3)cc2[nH]1	x	23µM*	-6%
OC1(c2ccc(F)cc2)CCN(Cc2ccccc2)C1 (centres undefined)	0%	-13%	-1%
O=C(CN1CCOCC1)Nc1cccc(C(=O)Nc2cccc(C(F)(F)F)c2)c1	1%	u	u
CCCOc1ncnc2c1[nH]c1ccc(OC)cc12	2%	8.2µM*	-1%
COC(=O)[C@]1(C)N[C@H](c2ccc(SC3CCCCC3)cc2)[C@@H]2C(=O)N(C)C(=O)[C@@H]21	-3%	16µM*	-8%
CC(C)CN1CC[C@@]2(CCCN(C(=O)c3csnn3)C2)C1	x	u	8%
CNC(=O)CSc1nc2sccc2c(=O)n1-c1ccccc1	5%	-24%	-2%
CCCOC(=O)Nc1ccc(S(=O)(=O)Nc2ncccn2)cc1	x	-2%	0%
O=C(O)/C=C/C(=O)NCCC1=CCCCC1	0%	3%	0%
CC(=O)Oc1ccc2c(c1)O/C(=C\c1ccncc1)C2=O	5%	-23%	-17%
CCOC(=O)c1c(NC(=O)c2cc(-c3ccc(Cl)cc3)on2)sc2c1CCCC2	0%	-5%	-3%
CCC1CCCCN1CCCNC(=O)c1cc2c(Cl)nc3ccccc3c2s1 (centres undefined)	-2%&6%	u	0%&-3%
Cc1ccc(C(=O)Nc2nc3ccc(S(=O)(=O)N4CCCC4)cc3s2)cc1	3%	-12%	-1%
CCOCCCNC(=O)CN1C(=O)CCn2nc(-c3cccn3C)cc21	5%	7%	-8%
CCOC(=O)N1CCN(C(=O)c2ccc3c(=O)n(-c4cc(OC)ccc4OC)c(=S)[nH]c3c2)CC1	1%	13%	-20%
O=S(=O)(c1ccc(Cl)cc1)N1CCN(c2ccc(N3CCOCC3)nn2)CC1	2%	-16%	-5%
Cc1ccc(NC(=O)COC(=O)c2ccccc2-c2nc3ccccc3s2)c(C)c1	4%	u	-14%
COc1ccc(C2C(C(=O)NCCN(C)C)c3cc(OC)c(OC)cc3C(=O)N2C)cc1OC (centres undefined)	3%	-9%	-29%
CCOC(=O)CN1C(=O)C(O)(CC(=O)c2cc(OC)ccc2OC)c2ccccc21 (centres undefined)	x	u	1%
O=C(Cc1ccccc1)NC(NC(=S)Nc1cc(Cl)ccc1Cl)C(Cl)(Cl)Cl (centres undefined)	1%	23µM*	3%

Next section
Structure	TDP1 block	DT40 TDP1 no CPT	GCN5L2 inh
COC(=O)c1[nH]c2c(c1C)C(=O)CC(c1ccc(OC)c(OC)c1)C2 (centres undefined)	x	-26%	26%
COc1ccc(Nc2cc(C(=O)NCCCN(C)Cc3ccccc3)c3ccccc3n2)cc1OC	7%	21µM*	2%
Cc1cc(=O)[nH]c2c1c(C)nn2C(C)(C)C	-1%	-9%	-9%
Cc1ccc(-n2c(C)cc(/C=N/NC(N)=S)c2C)cc1	8%	3.7µM*	-2%
Cc1ccc(OCC(=O)NCCS(=O)(=O)N2CCN(c3ccccc3)CC2)cc1	x	u	-3%
C=CCC1(CC=C)CCCN1C(=O)C1CCC(=O)N(CCc2ccc(Cl)cc2)C1 (centres undefined)	1%	13µM*	-6%

A portion of the library; the hit share may differ from the screen's.
